# Screening data (PubChem BioAssay)
# AID inhibitor – blocks human AID cytidine deaminase activity. AID deamination FRET fluorescence, UDG-coupled, 4 h. Potency, µM (doses to about 115 µM), inactives show top-dose activity change, negative = inhibition, usual class: inhibitors. hit rate 0.32% among 91,000. AID 1347428; also: nearly all actives have a fitted effect of over 25% in size
# Target sequence (Q9GZX7 whole entry, looked up): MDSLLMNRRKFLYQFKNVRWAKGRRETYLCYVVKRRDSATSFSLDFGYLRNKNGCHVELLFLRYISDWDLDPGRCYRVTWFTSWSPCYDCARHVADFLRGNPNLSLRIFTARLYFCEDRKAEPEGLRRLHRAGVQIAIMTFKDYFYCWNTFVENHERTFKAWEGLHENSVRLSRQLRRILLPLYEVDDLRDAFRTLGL
# UDG counter – UDG inhibition counter-screen | Potency, µM (top dose mostly 115 µM), without a hit: at the top dose activity change, negative = inhibition, actives largely listed as inhibitors | FRET deamination/UDG coupled assay, UDG read, 4 h | hit rate 0.14% among 91,000; also: nearly all actives have a fitted effect of over 65% in size
# An asterisk follows results filed as active; ? = inconclusive; & = joins results of further samples; [ ] = another dose, or the depositor's remark. Calls follow the shape of the dose curve; as a rule, active = well fitted curve in the direction sought with a large enough effect; inconclusive = small, poorly fitted or top-dose-only effect, or another doubt; inactive = no such curve, though single readings can be large; an effect the other way counts as inactive or inconclusive. % is scaled to controls: 0 for no effect and ±100 for the full control effect; potency is read from the fitted curve at half-maximal effect. Not all compounds are listed. The share of hits here may be higher or lower than overall.
# Values run as follows: AID inhibitor | UDG counter
CCOCCCNCc1ccc(OC)cc1
    0% | 5%
CCn1cc(C(=O)NCCc2ccccc2)c(=O)c2cc(S(=O)(=O)N3CCOCC3)ccc21
    11% | -7%
Cc1csc(NC(=O)CSc2c3c(nc4cc(Cl)ccc24)CCCC3)n1
    -13% | 0%
Cc1cccc(OCCn2c(-c3ccc(Cl)cc3)nc3ccccc3c2=O)c1
    16% | ?
CCCN(CC1CC1)c1nc(C)nc(Nc2c(Cl)cc(Cl)cc2Cl)c1Cl
    -13% | -3%
CN(CCCC(=O)OC(C)(C)C)C(=O)c1ccccc1Cl
    -4% | 0%
Cc1oc(-c2ccccc2)nc1C(=O)OCC(=O)NC(=O)NCC(C)C
    3% | 9%
COc1ccccc1N1CCN(C(=O)c2nn(-c3ccc(C)cc3)c(=O)n(C)c2=O)CC1
    -2% | 7%
CN(Cc1ccccc1)C(=O)Nc1ccc2oc(C3CC3)nc2c1
    -1% | 1%
O=C(Cn1nc(-c2ccc(F)cc2)ccc1=O)NCc1cccnc1
    28% | -4%
Cc1nn(C)c2c1c(-c1ccccc1)cc(=O)n2Cc1ccccc1C#N
    -21% | ?
CCC1(C)C(C#N)C(=O)NC(=O)C1C#N (stereo not given)
    -1% | 3%
CN(Cc1ccccc1)C(=O)COC(=O)c1cc(=O)c2ccccc2o1
    -1% | ?
Cn1nc(C(=O)N2CC(C(=O)N3CCOCC3)Oc3ccccc32)c2ccccc2c1=O (stereo not given)
    -1% | -1%
Cc1cccc(N2CCN(C(=O)C3CCCN(C(=O)c4cc5sccc5n4C)C3)CC2)c1C (stereo not given)
    ? | -10%
COc1ccc(C)cc1NC(=O)CN(c1cc(C(F)(F)F)ccc1Cl)S(C)(=O)=O
    ? | -18%
CN(CCCNC(=O)c1cccnc1)CC(F)(F)F
    -3% | 1%
C=CCNC(=O)c1ccc(COc2ccc(Cl)cc2)cc1
    -14% | -16%
CCOc1ccc(CNC(=O)c2ccc(-c3nc(CSc4ccc(C)cc4)c(C)o3)cc2)cc1
    12% | -28%
Cc1cccc(C(=O)N2CCN(CCNC(=O)C(=O)Nc3ccccc3)CC2)c1
    -7% | -7%
COc1cc2c(cc1NC(=O)COc1cc(C)ccc1C)oc1ccccc12
    -3% | -5%
COc1ccccc1-c1nc2cc(NC(=O)c3ccccc3Cl)ccc2o1
    ? | -6%
Cc1cnc(NC(=O)CCc2ncc(-c3ccc(C)c(C)c3)o2)s1
    -1% | 13%
Cc1ccc(NC(=O)N2CC=C(c3c[nH]c4ccccc34)CC2)cc1Cl
    69%[activator] | -4%
Cc1ccc2c(c1)N(C(=O)CCC(=O)Nc1ccc(F)cc1F)CC(C)O2 (stereo not given)
    ? | -2%
CC(C)(C)C(=O)[C@@H]1[C@@H](C(=O)c2ccccn2)[C@@]2(C(=O)Nc3ccccc32)[C@H]2c3ccccc3C=CN12
    42%[activator] | -4%
C=CC(=O)NC(=O)NCc1ccccc1
    -2% | 6%
Cc1ccc(C(=O)Nc2cnc3ccccn3c2=O)cc1
    2% | -9%
O=C(NCc1ccc(Cl)cc1)C(=O)Nc1ccc(Br)cc1
    0%[57.5 µM] | 4%[57.5 µM]
Cc1c(NC(=O)c2ccc(Cl)cc2)cc(C(C)C)c(O)c1S(=O)(=O)c1ccccc1
    22% | 1%

# Four compounds out of the list above, ordered by their value in AID inhibitor, descending:
mol,AID inhibitor
CCn1cc(C(=O)NCCc2ccccc2)c(=O)c2cc(S(=O)(=O)N3CCOCC3)ccc21,11%
Cc1oc(-c2ccccc2)nc1C(=O)OCC(=O)NC(=O)NCC(C)C,3%
CCC1(C)C(C#N)C(=O)NC(=O)C1C#N (stereo not given),-1%
COc1ccccc1N1CCN(C(=O)c2nn(-c3ccc(C)cc3)c(=O)n(C)c2=O)CC1,-2%

# Compound profiles (already shown). Values in the order: AID inhibitor | UDG counter
# Record of `C=CCNC(=O)c1ccc(COc2ccc(Cl)cc2)cc1` : -14% | -16%
# Record of `CCOCCCNCc1ccc(OC)cc1` : 0% | 5%
# Record of `COc1ccccc1-c1nc2cc(NC(=O)c3ccccc3Cl)ccc2o1` : ? | -6%

# The results go on:
# Values run as follows: AID inhibitor | UDG counter
Cc1c(C(=O)Nc2ccccc2)sc2nc(-c3cc4ccccc4oc3=O)[nH]c(=O)c12
    -17% | 0%
Cc1ccc(N2C(=O)c3ccccc3NC2c2cnc3ccccc3n2)cc1 (stereo not given)
    6% | 11%
CCNC(=O)c1ccc(CSc2nc3cccnc3n2Cc2ccc(OC)cc2)cc1
    -3% | -8%
COc1ccccc1CNC(=O)CSc1cc(=O)n(C)c2ccccc12
    -6% | 12%
CC1=CC(C)C(CN(CCC[N+](C)(C)C)C(=O)Nc2ccccc2)C(C)C1 (stereo not given)
    -3% | -1%
O=C(Cn1ncc2c3ccccc3n(Cc3ccc(F)cc3)c2c1=O)NCc1ccccn1
    -1% | -10%
CCOc1ccc(OCC)c(NC(=O)CN(c2ccc(C)cc2)S(=O)(=O)c2c(C)n[nH]c2C)c1
    -3% | -6%
CCCC1(CC)NC(=O)N(c2ccc(Br)cc2)N1 (stereo not given)
    -12% | 4%
CCN(C(=O)Cn1c(CN2CCOCC2)nc2ccccc21)c1ccccc1
    1% | 3%
Cn1c(=O)c2c(nc(NCCO)n2Cc2ccc(F)cc2)n(C)c1=O
    2% | -6%
CCOc1ccc(CNC(=O)c2ccc(Sc3ccc(C)cc3)c(N)c2)cc1OC
    0% | 1%
O=C(Nc1cccc(F)c1)C1CCN(C(=O)N2CCOc3ccccc32)CC1
    -1% | 4%
CCSc1ncc(Cl)c(C(=O)Nc2sc3c(c2C(=O)NCCCOC)CCCC3)n1
    2% | -1%
CCOC(=O)Cn1c(=O)oc2cc(S(=O)(=O)Nc3ccccc3F)ccc21
    -1% | 3%
Cn1c(=O)c2c(SCC(=O)NCc3ccc(F)cc3)nc(-c3ccccc3Cl)nc2n(C)c1=O
    12% | 0%
COc1ccccc1CNC(=O)c1sc(NC2CCCC2)nc1C
    -4% | -7%
O=C(O)CC(NS(=O)(=O)c1ccc(Br)s1)c1ccccc1 (stereo not given)
    ? | -6%
COc1ccc(NC(=O)CC2C(=O)NCCN2C(=O)CN2CCN(c3ncccn3)CC2)cc1 (stereo not given)
    -17% | -5%
Cc1ccc(C)c(NC(=O)Cn2c(-c3nonc3N)nc3ccccc32)c1
    -3%&20% | -2%&6%
Cn1ccnc1C(NC(=O)COc1ccccc1-c1ccccc1)c1ccc(F)cc1 (stereo not given)
    -27% | -26%
O=C(CN1CCN(Cc2cccc(Cl)c2)C1=O)NCc1ccc(F)cc1
    -3% | -4%[57.5 µM]
CN(Cc1ccccc1)S(=O)(=O)c1ccc(NC(=O)c2cc(=O)c3ccccc3o2)cc1
    -8% | 1%
N#C/C(=C\c1ccc(Cl)cc1)c1nc(-c2cc3ccccc3oc2=O)cs1
    -3% | 1%[57.5 µM]
Cc1nc2nc(C)c(NS(=O)(=O)c3ccc(F)cc3)c(=O)n2[nH]1
    1% | 9%
Cc1ccccc1OCCOC(=O)CCC(=O)c1ccc(F)cc1
    0% | 6%
Cc1cc(C)n2c(Nc3ccccc3)c(-c3ccccc3)nc2n1
    ? | 8%
COC(=O)C1CCN(Cc2nc3c(Br)cc(Br)cc3c(=O)[nH]2)CC1
    1% | -4%
COc1ccc(OC)c(S(=O)(=O)N2CCN(C(=O)NC3CCCC3)CC2)c1
    3% | -5%
O=C(COc1ccc(-c2ccccc2)cc1)c1ccc(F)cc1
    -12% | -3%
Cc1ccc(CN(CCc2ccccc2)C(=O)CCl)s1
    -6% | 1%

# Reprinted at random: two compounds from above.
# Values run as follows: AID inhibitor | UDG counter
Cc1ccc(N2C(=O)c3ccccc3NC2c2cnc3ccccc3n2)cc1 (stereo not given)
    6% | 11%
CCOc1ccc(OCC)c(NC(=O)CN(c2ccc(C)cc2)S(=O)(=O)c2c(C)n[nH]c2C)c1
    -3% | -6%

# Next section.
# Values run as follows: AID inhibitor | UDG counter
Cc1cc(OC(=O)c2cccs2)cc(OC(=O)c2cccs2)c1
    0% | 2%
O=C(Cc1ccsc1)NCC12CC3CC(CC(C3)C1)C2
    -3% | 5%
Cc1cccc(N(C)S(=O)(=O)c2nnc(NC(=O)C(C)(C)C)s2)c1
    0% | 1%[57.5 µM]
Cc1c(Cl)cccc1-n1ncc(C(=O)NCc2cccs2)c1C1CCN(C(=O)OC(C)(C)C)CC1
    ? | -16%
NC(=S)N/N=C/C(Cl)=C/c1ccc([N+](=O)[O-])cc1
    -11% | -12%
O=C(CSc1nccn1C1CCCC1)Nc1cc(C(F)(F)F)ccc1Cl
    12% | 1%
O=C1/C(=C/c2ccc3ccccc3c2)COc2ccccc21
    -21% | -10%
COc1ccc(-c2nc3ccccc3o2)cc1NC(=O)CC(C)C
    0% | -4%
CC(C)(C)c1ccc(Oc2ccc(NC(=O)CCC(=O)O)cc2)cc1
    -8% | 6%
O=C(O)C1(c2ccc(Cl)cc2)CCOCC1
    0% | 3%
COc1ccc2oc(=O)c(-c3csc(/C(C#N)=C/c4ccc(F)cc4)n3)cc2c1
    25% | 0%[57.5 µM]
CCCCn1c(=O)n(CC(=O)Nc2ccccc2)c(=O)c2c1ncn2Cc1ccco1
    -2% | -4%
O=Cc1ccc(OCc2ccc(Cl)cc2Cl)cc1
    -6% | 10%
CCCCNC(=O)c1cccc(C(=O)OC)c1
    -4% | -4%
CCn1c(=O)c(=O)[nH]c2cc(C(=O)N3CCC(C(=O)N4CCCCCC4)CC3)ccc21
    46%[activator] | 15%
CCCn1c(=O)c2sc(N3CCCC3)nc2n(CC(=O)Nc2ccc3c(c2)OCO3)c1=O
    6% | 9%
CCN1CCN(CCCNC(=O)Cn2nc(C)n3c(cc4c(OC)cccc43)c2=O)CC1
    9% | -7%
Cc1cccc(N2CCN(C(=O)CCn3c(=O)c4cccn4c4cccnc43)CC2C)c1 (stereo not given)
    ? | 7%
N#Cc1nc(COc2ccc3c(c2)OCO3)oc1NC1CCCCC1
    -5% | 6%
CCc1ccccc1NC(=O)CCc1c(C)nc2cc(-c3ccccc3)nn2c1C
    0% | 1%
COc1ccc(Cl)cc1NC(=O)CN1C(=O)C(C)(C)c2cc(S(=O)(=O)N3CCCCC3)ccc21
    ? | -12%[57.5 µM]
COc1ccc(NC(=O)Nc2cc(C(=O)NCc3ccc(C)cc3)ccc2N2CCCC2)cc1
    1% | 4%
O=C(CCc1ncc(-c2ccccc2)o1)NCc1ccco1
    0% | -5%
S=C(NCc1cccs1)Nc1ccc(Br)cc1
    -2% | 3%
O=C(Cn1ncc2c([nH]c3ccccc32)c1=O)NCCCN1CCN(c2ccccc2)CC1
    22% | -3%
O=C(CSc1nnc2c(=O)n(-c3ccc(F)cc3)ccn12)N1CCN(c2ccc(F)cc2)CC1
    -14% | -13%
Cc1ccc(-n2c(SCC(=O)Nc3ccc(C(N)=O)cc3)nc3ccccc3c2=O)cc1
    -5% | 1%
Cc1ccc(O)c(NC(=O)c2noc3c2CCCCC3)c1
    5% | -7%
CS(=O)(=O)Cc1ccc(CNCc2ccccc2Cl)cc1
    3% | 16µM*
Cc1n[nH]c(C)c1Br
    -4% | 1%
COC(=O)c1cc2oc3ccccc3c2n1CC(=O)Nc1ccc(C)c(F)c1
    -7% | -10%
CCN(C(=O)CSc1nc2ccccc2n1CC(=O)NCc1ccc(OC)cc1)c1ccccc1
    ? | ?
COc1ccc(C(=O)c2ccc(C)cc2)cc1
    -3% | 5%
CNS(=O)(=O)c1ccc(NC(=O)c2nc3nc(C)cc(C(F)F)n3n2)cc1
    28% | -9%
CCn1cnc2c1c(=O)n(CC(=O)N(C)C1CCS(=O)(=O)C1)c(=O)n2Cc1ccccc1 (stereo not given)
    -8% | -7%
COc1ccccc1C(=O)N1CCCCC1CCN1CCOCC1 (stereo not given)
    1% | -6%
COc1ccc(Br)cc1CNC(=O)c1cc2c(=O)n(C)c3ccccc3c2s1
    -4% | -9%
C=CCOc1ccc(C=O)cc1
    -5% | -3%
Cc1cc(C)c(NC(=O)C(C)n2c(=O)cc(C)c3c(C)nn(-c4ccccc4)c32)c(C)c1 (stereo not given)
    -6% | 34%[activator]
Cc1ccc(S(=O)(=O)NCc2nc3nc(C)cc(C)n3n2)c(C)c1
    51%[activator] | -8%[57.5 µM]
Cc1ccc(-c2nc(CS(=O)CC(=O)NCCc3ccc(Cl)cc3)c(C)o2)cc1 (stereo not given)
    -22% | 14%
CCc1nnc(SCc2ccc(F)cc2Cl)c2cc3sc(C)cc3n12
    -20% | -4%
Cc1ccc(C)c(Cn2c(=O)n(CCCCCC(=O)NCc3ccc4c(c3)OCO4)c(=O)c3sccc32)c1
    7% | 2%
CCN1CCN(c2ccc(S(=O)(=O)N(CC)CC)cc2NC(=O)Cc2ccccc2C)CC1
    -7% | -5%
CCOc1ccc(NC(=O)c2c(NCc3cccnc3)sc3c2CCC(C)C3)cc1 (stereo not given)
    84%[activator] | -11%
O=C(c1ccccc1Cl)N1CCCCC1CCN1CCOCC1 (stereo not given)
    2% | -4%
CCn1cc(C(=O)OCC(=O)Nc2cc(OC)cc(OC)c2)c(=O)c2ccc(C)nc21
    19% | 4%
Cc1ccc2cccc(NC(=O)c3ccc(-c4cccc(Cl)c4Cl)o3)c2n1
    26% | 5%
C=C(C)CN1CCN(c2nc3c(c(=O)[nH]c(=O)n3C)n2Cc2ccccc2)CC1
    -4% | 1%
